High-throughput results: PubChem, National Center for Advancing Translational Sciences (NCATS)
GPT2 inh: Primary qHTS assay for inhibitors of Glutamate pyruvate transaminase 2 (GPT2); Potency, µM (top dose mostly 57.7 µM), for inactives: at the highest dose activity change, negative = inhibition, actives largely listed as inhibitors; 100,000 tested, 0.25% active; Recombinant GPT2, coupled pyruvate oxidase/HRP Amplex Red fluorescence; Alanine aminotransferase 2 (Homo sapiens), Q8TD30; AID 1671188, 2021; note: potency is the fitted concentration of half-maximal effect; nearly all actives have a fitted effect of over 60% in size; many of its hits are not listed in these tables
Target sequence (Q8TD30 whole entry, looked up): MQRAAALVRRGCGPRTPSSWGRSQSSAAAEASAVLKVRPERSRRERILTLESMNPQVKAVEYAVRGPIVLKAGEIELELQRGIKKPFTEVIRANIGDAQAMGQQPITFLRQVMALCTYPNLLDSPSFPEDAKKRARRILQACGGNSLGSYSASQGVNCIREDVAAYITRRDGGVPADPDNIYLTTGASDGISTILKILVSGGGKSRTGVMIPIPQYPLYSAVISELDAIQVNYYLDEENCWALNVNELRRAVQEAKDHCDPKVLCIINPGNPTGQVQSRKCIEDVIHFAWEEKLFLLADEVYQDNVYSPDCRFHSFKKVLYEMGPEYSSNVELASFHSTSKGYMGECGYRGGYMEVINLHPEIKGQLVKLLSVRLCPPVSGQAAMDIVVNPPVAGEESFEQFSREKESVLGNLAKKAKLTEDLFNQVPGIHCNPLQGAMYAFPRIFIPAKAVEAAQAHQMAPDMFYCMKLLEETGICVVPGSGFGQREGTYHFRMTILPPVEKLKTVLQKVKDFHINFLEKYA
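Fluorescence read-out: pyruvate from GPT2 turnover coupled to pyruvate oxidase, HRP and Amplex Red (0.2mM ThPP, 0.2U/mL PO and HRP, 50uM Amplex final). Substrates 250uM a-KG, 2mM L-alanine; enzyme 10ng/uL; 30 min RT.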
NIH3T3 tox: Cytotoxic Profiling in NIH 3T3 Cell Line of Diverse Libraries Using Quantitative High-Throughput Screening. AID 1345082, 2018. Potency, µM (titrated, usually from 96.7 µM), for the others: top-dose activity change, negative = cytotoxicity, most hits filed as inhibitors. NIH 3T3 viability, CellTiter-Glo ATP luminescence, 48-72 h. 94,000 tested, 4.3% active; note: potency is the fitted concentration of half-maximal effect; nearly all actives have a fitted effect of over 55% in size
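NIH 3T3 cells at 400 cells/well received 23 nL of compound by pintool and were incubated 48 or 72 h at 37 °C. Viability was read as ATP-coupled CellTiter-Glo luminescence.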
HEK293 viab: GF-AFC viability counterscreen for inhibitors of alpha-synuclein gene (SNCA) expression; HEK-293-SNCA-luc viability, GF-AFC fluorescence, 24 h; Potency, µM (top dose mostly 57.1 µM), for the others: at the highest dose activity change, negative = cytotoxicity, hits mostly cytotoxic; AID 1671193, 2021; 150,000 tested, 0.12% active;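 note: potency is the fitted concentration of half-maximal effect; 0% = DMSO-treated cells and -100% = medium-only wells without cells; nearly all actives have a fitted effect of over 30% in size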
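Cytotoxicity counterscreen: after 24 h compound treatment of genome-edited SNCA-luciferase HEK-293 cells, live-cell protease substrate GF-AFC read by fluorescence after 30 min; activity scaled between DMSO (0%) and medium-only (-100%), curves Hill-fitted.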
SNCA expr inh: Primary qHTS assay for inhibitors of alpha-synuclein gene (SNCA) expression | Potency, µM (doses to about 57.2 µM), inactives show at the highest dose activity change, negative = inhibition, most hits filed as inhibitors | HEK-293 SNCA-luciferase knock-in, luminescence, 24 h | 140,000 tested, 0.17% active;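 note: potency is the fitted concentration of half-maximal effect; plate controls were DMSO cells for no effect and cell-free wells for full effect; nearly all actives have a fitted effect of over 45% in size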
IP6K1 inh: Primary qHTS assay for small molecule inhibitors of Inositol hexaphosphate kinase 1 (IP6K1). activity change, % (series mostly up to about 58 µM). 140,000 tested, 0.81% active. Inositol hexakisphosphate kinase 1 (Homo sapiens), Q92551. IP6K1 kinase, ADP-Glo luminescence, 2 h; active compounds read low; in the data active = activity change below about -25%
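ADP-Glo luminescence measures ADP made by human IP6K1 during a 2 h RT reaction with ATP/IP6 (mix at 1.3 mM/130 uM); top library doses 57.5 and 19.1 uM final.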
HEK293 tox: Cytotoxic Profiling in HEK 293 Cell Line of Diverse Libraries Using Quantitative High-Throughput Screening; Potency, µM (series often up to 115 µM), inactives show at the top dose activity change, negative = cytotoxicity, hits mostly inhibitors; HEK 293 viability, ATP luminescence (CellTiter-Glo), 48-72 h; 94,000 tested, 6.6% active; AID 1345083, 2018; note: potency is the fitted concentration of half-maximal effect; nearly all actives have a fitted effect of over 60% in size
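Cells seeded first (HEK 293, 250 cells/well), then compound added by pintool. Incubation ran 48 or 72 hr at 37 degree Celsius. CellTiter-Glo was added and luminescence imaged after 10 min at room temperature.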
FLuc inh: Firefly luciferase inhibition profiling of diverse chemical library using quantitative high-throughput screening; 76,000 tested, 2.5% active; Potency, µM (series often up to 115 µM), for the others: top-dose activity change, negative = inhibition, actives largely listed as inhibitors; purified P. pyralis luciferase, luminescence, biochemical; note: potency is the fitted concentration of half-maximal effect; nearly all actives have a fitted effect of over 65% in size
Target sequence (P08659 whole entry, looked up): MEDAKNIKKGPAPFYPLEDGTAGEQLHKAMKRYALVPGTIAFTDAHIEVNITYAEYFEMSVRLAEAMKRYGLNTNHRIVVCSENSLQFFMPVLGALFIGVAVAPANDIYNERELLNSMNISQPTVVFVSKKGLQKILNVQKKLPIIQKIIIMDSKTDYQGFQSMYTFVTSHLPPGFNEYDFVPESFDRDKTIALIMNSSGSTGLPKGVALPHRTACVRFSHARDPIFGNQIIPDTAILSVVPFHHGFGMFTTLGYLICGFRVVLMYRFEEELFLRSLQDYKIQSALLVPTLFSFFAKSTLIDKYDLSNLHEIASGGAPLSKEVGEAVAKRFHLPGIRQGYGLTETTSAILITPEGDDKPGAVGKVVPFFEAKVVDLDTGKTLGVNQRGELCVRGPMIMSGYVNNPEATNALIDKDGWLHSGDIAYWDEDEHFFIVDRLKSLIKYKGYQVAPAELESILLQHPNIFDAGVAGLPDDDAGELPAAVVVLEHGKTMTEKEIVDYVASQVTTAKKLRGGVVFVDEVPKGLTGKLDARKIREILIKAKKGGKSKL
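Purified P. pyralis luciferase (10nM final) in 50mM Tris acetate pH 7.5, 10mM Mg acetate, 0.01% Tween-20, 0.05% BSA with 10uM D-luciferin and 10uM ATP. Compounds titrated qHTS. Luminescence imaged on CCD.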
* hit, by the source's call; i = inactive; u = inconclusive; x = no result given; & = joins results of further samples; [ ] = remark or other dose. Unless noted, calls come from the whole dose curve; as a rule, active = well fitted curve in the direction sought with a large enough effect; inconclusive = small, poorly fitted or top-dose-only effect, or another doubt; inactive = no such curve, though single readings can be large; an effect the other way counts as inactive or inconclusive. Unless noted, % is set by controls: 0 for no effect and ±100 for the full control effect. Some of the compounds tested, so the mix of outcomes need not match the whole.

canonical_smiles,GPT2 inh,NIH3T3 tox,HEK293 viab,SNCA expr inh,IP6K1 inh,HEK293 tox,FLuc inh
Cc1ncc2n1C(=O)N(C1CCN(Cc3cccn3C)CC1)C2,0%[88.5 µM],-13%&-6%[138 µM],-11%&-4%[87.6 µM],-12%&3%[87.6 µM],4&-3,-18%&-8%[172 µM],-5%&12%[172 µM]
COc1ccc(CNC(=O)Cn2nc3n(c2=O)CCCCC3)cc1,i,-20%,-6%,-16%,7,0%,-8%
CCOc1ccc(CC(=O)N2CCC[C@H]2c2nc(-c3ccc(OC)cc3)no2)cc1,i,u,-18%,3%,0,u,-10%
Cc1ccc(NC(=O)CN2CCCc3nc(C4CC4)ncc3C2=O)cc1,i,-19%,-2%,41%,0,-27%,-20%
COc1ccc(-c2nc(-c3cc(C(F)(F)F)cc(C(F)(F)F)c3)n(Cc3ccc(C(N)=O)cc3)c2-c2ccc(OC)cc2)cc1,-12%,x,-26%,x,-3,x,x
O=C1CC2(CCN(Cc3ccsc3)CC2)Oc2ccccc2N1c1ccccc1,-2%,u,-6%,-8%,-2,u,3%
CCOC(=O)c1cccc(NC(=O)CCSCCc2ccccn2)c1,x,x,6%,10%,-8,x,x
COCCCNC(=O)Cc1csc2nc(C)c(-c3cc(C)n(-c4ccccc4F)n3)c(=O)n12,i,-15%,7%,19%,6,-4%,-2%
O=C(Cn1ccn2nc3c(c2c1=O)CCCCC3)Nc1ccc2c(c1)OCCO2,3%,-23%,3%,u,10,-26%,u
COc1ccc(Nc2cnc3ccc(-c4ccccc4)nn23)cn1,u,40µM*,-25%[87.6 µM],-18%[87.6 µM],-18,45µM*,u
COc1cccc([C@H]2CN(C(=O)CNC(=O)N(C)C)C[C@@H]2N)c1,1%,i,-1%,-8%,7,-2%,-8%
COc1ccccc1CNC(=O)CN(C)c1nn2c(=O)cc(C)nc2s1,x,x,-6%,22%,0,x,x
Cc1c(C2=CCN(S(=O)(=O)c3ccc(Cl)cc3)CC2)c2ccccc2n1CC(=O)N1CCCC1,x,x,-17%,16%,-4,x,x
CC(C)NC(=O)N1CC(C(=O)N(C)C)C2(CCOCC2)C1 (configuration not stated),i,-6%,-4%,20%,31,-12%,-2%
Cc1ccc(N2CC(NC(=O)c3ccc(S(=O)(=O)N4CCCC4)cc3)CC2=O)cc1C (configuration not stated),x,x,-11%,9%,1,x,x
CC(C)CN1C[C@@H](C(=O)O)C[C@@H](C(=O)NCc2ccccn2)C1,-9%,-6%,3%,1%,-5,-12%,13%
O=C(COc1ccccc1)N1C[C@@H]2C[C@H](C1)c1ccc(-c3cccc(C(F)(F)F)c3)c(=O)n1C2,-12%,u,-1%,19%,3,1%,-2%
Cc1cccc(C)c1NC(=O)Cn1c(=O)n(CCC(=O)NCc2ccccc2Cl)c(=O)c2sccc21,x,x,-14%,9%,30,x,x
Cc1ccc(-c2cnc([C@@H]3COCCN3C(C)C)[nH]2)cc1,4%[88.5 µM],u,-10%[87.6 µM],5%[87.6 µM],4,112µM*,-2%[230 µM]
Cc1ccc(-n2ncc3c(NCCCN(C)C)ncnc32)cc1Cl,x,x,u,u,-3,x,x
C[C@@H]1CN(c2cnc3ccccc3n2)CC[C@@]1(O)C1CCC1,-4%,u,-2%,14%,2,u,4µM*
COc1cccc(C(=O)N2CCCC(n3cc(-c4nc(C5CC5)no4)nn3)C2)c1 (configuration not stated),i,u,8%,5%,-6,u,9%
Cc1ccccc1OCCn1c(CCNC(=O)C(C)(C)C)nc2ccccc21,x,x,u,4%,-10,x,x
CCc1nc2nc(C)cc(Nc3ccc(Br)cc3F)n2n1,x,x,15%,12%,0,x,x
CCS(=O)(=O)N1CCC2(CCCN(C3CCOCC3)C2=O)C1 (configuration not stated),u,-17%,11%,22%,-2,-10%,-11%
CCCCCOc1ccccc1Cn1c(=O)oc2ccc(C)cc21,x,x,-2%,34%[activator],-14,x,x
Cn1cccc1C(=O)N1CCCC1c1nc(CCOCC2CC2)no1 (configuration not stated),i,-6%,6%,0%,-3,i,x
O=S(=O)(NCc1nc2cccnc2n1Cc1ccccc1)c1ccc2c(c1)CCCC2,x,x,-15%,-26%,37,x,x
CCN(CC)C(=O)Cn1cc(C(=O)N2CCCC2c2nc3ccccc3s2)nn1 (configuration not stated),1%,-13%,-6%,21%,13,-24%,-11%
C[C@H]1CC[C@@H]2N(C1)C[C@@H]1[C@H]([C@@H](O)[C@H](O)[C@]3(O)[C@H]1C[C@@]14OC5(O)[C@@H](C[C@@H](O)[C@@H]31)[C@]4(C)CC[C@@H]5O)[C@]2(C)O,-3%[27.3 µM],x,-3%[23.9 µM],x,1,x,x
Cc1ccc(S(=O)(=O)Nc2cc(Cl)ccc2C(=O)Nc2nc(-c3ccccc3)cs2)cc1,-5%,x,-12%,-12%,x,x,x
Cc1ccc(NC(=O)CSc2nnc3[nH]c(=O)cc(-c4ccccc4)n23)cc1Cl,x,x,-1%,-3%,-9,x,x
CCc1nc2c(c(-c3ccc(Cl)cc3)n1)CN(C(=O)OC)CC2,i,u,-2%[87.6 µM],18%[87.6 µM],20,-20%[172 µM],0%[172 µM]
CN(Cc1cccc(N2CCN([S+](=O)([O-])c3cccc4ccccc34)CC2)c1F)[S+](C)(=O)[O-],x,u,x,x,10,u,x
O=C(c1cccc(Cl)c1)N1CCC2(CC1)NC(=O)N(c1ccccc1Cl)N2,u,u,-1%,3%,-4,u,27%
CCN(C(=O)c1nn(-c2ccc(OC)c(Cl)c2)c(=O)c2c1c1ccccc1n2C)c1cc(OC)ccc1OC,x,x,0%,-19%,-3,x,x
CNC(=O)[C@@H]1CN(C(=O)CCc2ccccc2OC)C[C@H]1c1n[nH]c(C)n1,-14%,-9%,-12%,16%,9,-15%,0%
CC(=O)NC1(C)CCN(Cc2ccc(-c3ccc(Oc4ccccc4)cc3)cc2)C1 (configuration not stated),-12%[88.5 µM],13µM*,-20%[87.6 µM],27%[87.6 µM],6,u,22µM*
CC(=O)N1CCC2(CC1)SCC(=O)N2c1ccc(F)cc1,i,-16%,-1%,6%,-7,-3%,3%
COc1ccc(C(=O)NC[C@H]2Cn3ccnc3CO2)cc1,-8%[88.5 µM],-2%[230 µM],-14%[87.6 µM],7%[87.6 µM],17,3%[230 µM],-1%[230 µM]
c1ccc(-c2cn3c(n2)CO[C@@H](CNCC2CCCCC2)C3)cc1,-4%[88.5 µM],100µM*,0%[87.6 µM],13%[87.6 µM],11,100µM*,11%[172 µM]
COc1ccc(-c2c(C(=O)NCCCc3ccccc3)nc3sccn23)cc1,1%,35µM*,-13%,-8%,4,u,x
Cc1ccc(S(=O)(=O)NC[C@H]2O[C@@H](CC(=O)N3CCN(c4ccccc4)CC3)[C@H](O)[C@@H]2O)cc1,2%,-26%,0%,-1%,3,-5%,6%
COc1ccccc1CNC(=O)CS(=O)(=O)Cc1nc(-c2ccccc2C)oc1C,x,x,9%,8%,7,x,x
CO[C@H]1C(=O)N(C2CCN(C(=O)c3cc4ccccc4[nH]3)CC2)[C@H]1c1ccncc1,i,u,4%,109%[activator],4,-19%,u
Cc1cc(C)cc(OCC(=O)Nc2ccc(-c3nc4ccccc4s3)cc2)c1,x,x,1%,136%[activator],20,x,x
Cc1ccc(C(=O)N2CCC(N3CCCNC3=O)CC2)cc1,3%[88.5 µM],-1%&2%[138 µM],3%&8%[87.6 µM],-2%&13%[87.6 µM],1&10,1%&-5%[172 µM],4%&1%[172 µM]
CCOc1ccccc1C(=O)N1CCC(Oc2ncccc2C(=O)N(C)C)C1 (configuration not stated),i,-5%,10%,-1%,18,-24%,-3%
Cc1ccccc1NC(=O)c1cnc2sc(N3CCCC3)nn2c1=O,x,x,4%,15%,27,x,x
COc1cccc(-c2noc(CC3CCN(C(=O)c4ccc(C)cc4)CC3)n2)c1,1%,u,-13%,u,3,u,-5%

Only GPT2 inh, HEK293 viab and HEK293 tox, for 3 of the compounds above:
| SMILES | GPT2 inh | HEK293 viab | HEK293 tox |
| --- | --- | --- | --- |
| C[C@H]1CC[C@@H]2N(C1)C[C@@H]1[C@H]([C@@H](O)[C@H](O)[C@]3(O)[C@H]1C[C@@]14OC5(O)[C@@H](C[C@@H](O)[C@@H]31)[C@]4(C)CC[C@@H]5O)[C@]2(C)O | -3%[27.3 µM] | -3%[23.9 µM] | x |
| Cc1ccc(S(=O)(=O)Nc2cc(Cl)ccc2C(=O)Nc2nc(-c3ccccc3)cs2)cc1 | -5% | -12% | x |
| CC(=O)NC1(C)CCN(Cc2ccc(-c3ccc(Oc4ccccc4)cc3)cc2)C1 (configuration not stated) | -12%[88.5 µM] | -20%[87.6 µM] | u |

Other compounds follow:
canonical_smiles,GPT2 inh,NIH3T3 tox,HEK293 viab,SNCA expr inh,IP6K1 inh,HEK293 tox,FLuc inh
CCCc1[nH]nc2c1C(c1ccccc1)C(C#N)=C(N)O2 (configuration not stated),u,i,-3%,-12%,-7,-5%,-3%
COCCNC(=O)[C@@H]1C[C@@H](O)CN1C1CCN(C(=O)c2ccc3ccccc3n2)CC1,-1%,-2%,-1%,-14%,-1,-2%,0%
Cc1ccc(S(=O)(=O)c2nnn3c2nc(NC(C)C)c2cc(Cl)ccc23)cc1C,x,x,-3%,26%,14,x,x
O=C(Cc1ccccc1Cl)N1CCC(c2n[nH]c(=O)n2Cc2ccc(F)cc2)CC1,i,u,5%,5%,18,-11%,11%
O=C(/C=C/c1ccccc1)N1CCN(Cc2cc(=O)n3nc(-c4ccccc4Cl)sc3n2)CC1,x,x,-1%,-26%,2,x,x
CCOc1ccccc1CN1CCN(c2nccc(OC)n2)CC1CCO (configuration not stated),i,-19%,-13%,16%,8,u,0%
CCOc1ccccc1NC(=O)C(Cc1ccccc1)NS(=O)(=O)c1ccc(Br)s1 (configuration not stated),x,x,-12%,u,4,x,x
CS(=O)(=O)N1CCc2cc(C(=O)Nc3cccc(F)c3)ccc21,x,x,2%,166%[activator],3,x,x
Cc1ccc(-c2cc(C(=O)N3CCN(S(=O)(=O)c4ccc(Br)s4)CC3)[nH]n2)c(C)c1,x,x,-2%,5%,-9,x,x
